Screening data as filed in PubChem.
OXTR ag: agonists of human oxytocin receptor | P30559 | CHO-OTR cells, Fluo-8 calcium fluorescence; normalized: DMSO 0%, oxytocin 100% | activation, % at 3 µM | hit rate 0.32% among 320,000 | AID 2435;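 active = activation above the mean of all tested compounds plus 3 SD, cutoff set per screening run, cut at about 20% in these data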;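 also: peak over basal fluorescence ratio from a 100 s FLIPR kinetic read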
GPR7 antagonist: human neuropeptides B/W receptor 1 antagonism; inhibition, % at 4.4 µM; hit rate 1.1% among 290,000; GPR7-expressing cells, fluorescence antagonist assay; in the data active = inhibition above about 16%, passing the limit was not always enough;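 also: cells stimulated with the agonist NPW; 0% = agonist with vehicle and 100% = vehicle without agonist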
MEKK2 WT-MEK5: raises or lowers MEK5 binding to wildtype human MEKK2 PB1 domain; hit rate 1.1% among 290,000; AID 1531; Q9Y2U5; binding response (% of control), % at 10 µM; bead flow cytometry, Alexa488-MEK5 binding to MEKK2 WT; actives lie on both sides; in the data active = binding response below about 67% or above about 130%
MEKK3 PB1 HTS: modulators (inhibitors or enhancers) of MEK5 binding to human MEKK3 PB1 domain. Q99759. bead-based flow cytometry, Alexa488-MEK5 binding to MEKK3; actives lie on both sides; 0 = blocked by unlabeled MEK5, 100 = vehicle. binding response (% of control), % at 10 µM. hit rate 1.4% among 290,000;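 active = binding response more than 3 SD above or below the average of its plate-row segment, actives on both sides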;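 also: Alexa488 bead fluorescence after subtracting the streptavidin-only scavenger bead signal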
Target sequence (Q99759 whole entry, looked up, the tested form may be a part): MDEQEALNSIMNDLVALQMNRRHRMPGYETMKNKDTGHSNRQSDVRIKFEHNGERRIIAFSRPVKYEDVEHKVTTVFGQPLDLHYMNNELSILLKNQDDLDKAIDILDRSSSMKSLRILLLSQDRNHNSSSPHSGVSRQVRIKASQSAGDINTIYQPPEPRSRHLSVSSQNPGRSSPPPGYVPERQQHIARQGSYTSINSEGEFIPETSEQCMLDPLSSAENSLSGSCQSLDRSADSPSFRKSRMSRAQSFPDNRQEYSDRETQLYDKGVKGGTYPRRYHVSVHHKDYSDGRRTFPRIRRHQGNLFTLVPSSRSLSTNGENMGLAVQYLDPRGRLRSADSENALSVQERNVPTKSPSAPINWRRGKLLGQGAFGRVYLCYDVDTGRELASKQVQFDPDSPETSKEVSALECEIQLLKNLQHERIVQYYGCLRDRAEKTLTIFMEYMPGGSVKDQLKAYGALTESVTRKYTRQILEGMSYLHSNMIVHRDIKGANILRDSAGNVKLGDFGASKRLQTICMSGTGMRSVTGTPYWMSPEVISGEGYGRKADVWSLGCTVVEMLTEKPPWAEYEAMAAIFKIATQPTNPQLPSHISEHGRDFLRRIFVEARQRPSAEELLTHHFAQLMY
PHOSPHO1 inh: blocks human PHOSPHO1 phosphatase activity; hit rate 1.1% among 290,000; recombinant PHOSPHO1, absorbance phosphatase assay; inhibition, % at 13.3 µM; Q8TCT1; in the data active = inhibition above about 60%
V1aR counter: V1a receptor agonism, counter-screen for OXTR agonists | P37288 | CHO-V1R cells, Fluo-8 calcium fluorescence, agonist mode; 0% DMSO, 100% 3 nM vasopressin | activation, % at 3 µM | hit rate 0.25% among 320,000 | AID 2797;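 active = activation above the mean activation of all tested compounds plus 3 SD, per screening run, cut at about 20% in these data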;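 also: signal is peak over basal fluorescence ratio across a 100 second FLIPR read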
Target sequence (P37288 whole entry, looked up): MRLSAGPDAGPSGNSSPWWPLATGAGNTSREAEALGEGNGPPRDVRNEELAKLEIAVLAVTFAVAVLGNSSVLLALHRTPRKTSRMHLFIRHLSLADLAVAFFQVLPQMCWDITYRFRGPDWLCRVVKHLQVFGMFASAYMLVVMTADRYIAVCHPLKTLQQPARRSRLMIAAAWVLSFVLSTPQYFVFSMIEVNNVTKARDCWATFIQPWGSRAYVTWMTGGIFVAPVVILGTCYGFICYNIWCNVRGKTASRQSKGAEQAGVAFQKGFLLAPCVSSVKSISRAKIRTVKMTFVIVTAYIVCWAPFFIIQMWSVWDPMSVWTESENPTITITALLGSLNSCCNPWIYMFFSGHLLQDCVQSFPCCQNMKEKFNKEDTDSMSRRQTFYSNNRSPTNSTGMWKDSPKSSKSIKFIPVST
NALP1 yeast inh: blocks the NALP1 inflammasome reconstituted in yeast. S. cerevisiae NALP1/ASC/caspase-1 growth, X-gal OD620, 72 h. inhibition, % at 10 µM. hit rate 0.61% among 280,000. AID 2071; in the data active = inhibition mostly above about 24%, no sharp cut-off; inactive = mostly below about 32%; also: some compounds called inactive have numbers as strong as hits
MEKK2 mut-MEK5: signal of MEK5 binding to mutant human MEKK2 PB1 domain | bead flow cytometry, Alexa488-MEK5 binding to MEKK2 mutant | percent response, % at 10 µM | hit rate 0.35% among 290,000; in the data active = percent response above about 24%, passing the limit was not always enough; also: inactives centre near 1; some results filed as inactive read as strong as hits; reference of the scale not given here
GalR3 antagonist: human GalR3 antagonism | inhibition, % at 3 µM | hit rate 0.44% among 360,000 | HEK293 GalR3-CNG cAMP membrane potential fluorescence; galR3 body fused to GalR1 C-terminus;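 active = inhibition above the screen-wide average plus 3 SD, cut at about 13% in these data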;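 also: forskolin and galanin both at EC90 stimulate the cells; cAMP rise reported by CNG channel membrane potential dye signal; 0% = forskolin plus galanin with DMSO and 100% = forskolin alone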
An asterisk follows results filed as active; / = not tested or not shown; [ ] = dose if it differs, or a comment.

#1 COc1ccc(-n2c(C)c(C(C)=O)c3cc(OC(C)=O)ccc32)cc1
#2 Nc1nc(NC(=O)c2cccc(S(=O)(=O)N3CCCCCC3)c2)nc(-c2ccccc2)n1
#3 Cc1nn(Cc2ccccc2)c(C)c1NC(=O)c1cc(-c2ccco2)on1
#4 CN(CC(=O)Nc1ccccc1F)S(=O)(=O)c1ccc2c(c1)n(C)c(=O)c(=O)n2C
#5 COc1ccc(N(CC(=O)N2CCN(c3ccccc3)CC2)S(=O)(=O)c2c(C)noc2C)cc1
#6 O=c1c2ccc([N+](=O)[O-])cc2ncn1CCOc1cccc(Br)c1
#7 CCS(=O)(=O)Nc1ccc(C2=NN(S(C)(=O)=O)C(c3cccs3)C2)cc1 (configuration not stated)
#8 CN1CCN(C(=O)Nc2cccc3ccccc23)CC1
#9 CC(=O)N1CCN(S(=O)(=O)c2ccc(C)cc2)C1C(C)C (configuration not stated)
#10 C=CCN(c1ccc(C(=O)NC(C)C)cc1)S(C)(=O)=O

screen / no.	1	2	3	4	5	6	7	8	9	10
OXTR ag	/	-1.3	1.2	0.1	-0.5	-1.4	0.5	0.2	0.4	-0.6
GPR7 antagonist	4	-1	-2	-7	0	-3	-3	-16	-10	1
MEKK2 WT-MEK5	106	103	100	113	115	98	95	106	95	103
MEKK3 PB1 HTS	105	107	102	108	113	104	98	104	95	100
PHOSPHO1 inh	19	5	9	14	6	12	32	26	-8	11
V1aR counter	/	0.5	1.1	0.0	0.5	-0.1	1.3	0.7	0.1	-0.1
NALP1 yeast inh	18	5	2	/	10	-10	-19	10	4	16
MEKK2 mut-MEK5	3	6	0	11	6	-4	-4	11	-3	5
GalR3 antagonist	-9	-1	-4	4	/	0	-3	-5	-4	0

The last 4 entries of the part before lead into the next.
#7 CCS(=O)(=O)Nc1ccc(C2=NN(S(C)(=O)=O)C(c3cccs3)C2)cc1 (configuration not stated)
#8 CN1CCN(C(=O)Nc2cccc3ccccc23)CC1
#9 CC(=O)N1CCN(S(=O)(=O)c2ccc(C)cc2)C1C(C)C (configuration not stated)
#10 C=CCN(c1ccc(C(=O)NC(C)C)cc1)S(C)(=O)=O
#11 CN(C)c1ccc(C(=O)NCc2ccc3c(c2)OCO3)cc1
#12 O=C(CN1C(=O)c2ccccc2C1=O)N1CCN(c2nnc(-c3ccccc3)c3ccccc23)CC1
#13 Cc1[nH]c2ccccc2c1[C@H]1[C@@H](CC#N)C1(C)C
#14 CCCCc1nc(NCCO)c(C#N)c2c1CCCC2
#15 CC(C)(CN1CCc2ccccc2C1)NS(=O)(=O)c1ccccc1
#16 Cc1ccc(C(C)(C)C)cc1S(=O)(=O)N1CC(=O)Nc2ccccc21
#17 O=C(NC(=S)Nc1cccnc1)c1cccc(Br)c1
#18 Cc1cc(C)nc(N2CCCC(C(=O)Nc3nnc(C(C)C)s3)C2)n1 (configuration not stated)
#19 O=C(CCC(=O)Nc1ccccc1Cl)NNC(=O)c1ccccc1[N+](=O)[O-]
#20 Cc1cc(C(=O)N/N=C/c2c(CO)cnc(C)c2O)c2ccccc2n1

screen / no.	7	8	9	10	11	12	13	14	15	16	17	18	19	20
OXTR ag	0.5	0.2	0.4	-0.6	-0.5	0.3	-2.0	-2.2	-0.3	-0.5	4.1	/	-1.3	-0.2
GPR7 antagonist	-3	-16	-10	1	-8	-16	6	-13	-3	-8	-16	1	-1	-5
MEKK2 WT-MEK5	95	106	95	103	101	99	108	102	100	102	101	100	99	108
MEKK3 PB1 HTS	98	104	95	100	96	104	104	101	102	101	101	87	107	105
PHOSPHO1 inh	32	26	-8	11	19	-20	25	34	32	35	28	-3	16	14
V1aR counter	1.3	0.7	0.1	-0.1	6.8	-0.4	-1.5	-0.8	-0.5	0.7	5.0	/	-0.1	0.3
NALP1 yeast inh	-19	10	4	16	16	6	33	2	32	4	-30	7	18	3
MEKK2 mut-MEK5	-4	11	-3	5	3	4	5	1	6	0	1	1	-5	10
GalR3 antagonist	-3	-5	-4	0	-6	-3	-7	6	-6	-6	-8	-3	-8	0

#21 COc1ccc(NC2CCCN(C(=O)c3cccc(N(C)C)c3)C2)cc1 (configuration not stated)
#22 Cc1ccc(C)c(N2N=C(C(=O)Nc3nccs3)CCC2=O)c1
#23 O=C(COc1ccc(Cl)cc1)Nc1ccc(C(=O)O)cc1NC(=O)COc1ccc(Cl)cc1
#24 CC1CC(C)(C)NC(=S)N1CC(=O)NCc1ccccc1Cl (configuration not stated)
#25 O=C(NC(=S)Nc1ccc2c(c1)OCO2)c1ccc(Cl)cc1
#26 O=C(NCc1nc(-c2ccccc2)no1)c1cccs1
#27 Fc1ccc(N2CCN(c3ccc4c(C(F)(F)F)cc(C(F)(F)F)nc4n3)CC2)cc1
#28 C/C(=N\N1CCN(C2c3ccccc3-c3ccccc32)CC1)c1cccnc1
#29 C/C(=N\NC(=O)c1c(Cl)c(C)nn1C)c1cccc(NC(=O)COc2ccc(Cl)cc2)c1
#30 CC1=CC(c2ccccc2)NC(=S)N1 (configuration not stated)

screen / no.	21	22	23	24	25	26	27	28	29	30
OXTR ag	/	0.3	-0.1	-0.9	-0.7	2.9	1.1	-1.4	-0.5	-0.5
GPR7 antagonist	14	-12	-6	0	6	1	-12	-10	0	-9
MEKK2 WT-MEK5	99	105	100	104	104	-4.0*[inhibitor]	100	107	103	99
MEKK3 PB1 HTS	101	119	99	102	100	0.0*[inhibitor]	103	105	102	101
PHOSPHO1 inh	31	-4	48	-18	-9	2	12	27	0	-14
V1aR counter	/	1.5	0.2	1.1	0.2	0.3	0.2	-0.1	1.3	0.5
NALP1 yeast inh	-1	-5	11	24	15	29	-10	23	1	-6
MEKK2 mut-MEK5	3	-1	6	-1	-2	-39	2	6	1	3
GalR3 antagonist	-2	-3	-5	6	1	0	-5	2	6	-1

#31 COc1ccc(NC(=O)CCS(=O)(=O)c2ccc3nc(C)sc3c2)cc1OC
#32 O=C(NNC(=O)c1cccnc1)Nc1cccc2ccccc12
#33 C/C(=N\NC(=O)c1ccc(N2CCCC2=O)cc1)c1ccncc1
#34 CCOC(=O)[C@@H]1[C@H]2COc3ccc(Br)cc3[C@@H]2N2C(=O)N(c3cccc(F)c3)C(=O)[C@@]12C
#35 C/C(=N\NC(=O)CCC(=O)O)c1c(-c2ccccc2)c2cc(Br)ccc2[nH]c1=O
#36 CCn1nc(NS(=O)(=O)c2ccccc2[N+](=O)[O-])c2cc3cccc(C)c3nc21
#37 O=C(O)CCCNS(=O)(=O)c1ccc(Br)s1
#38 Cc1ccc2nc(-c3cccc(S(=O)(=O)N(C)C)c3)cn2c1
#39 CC1(OC(=O)CCc2ccccc2)C(=O)C=C2C=C(c3ccsc3)OC=C2C1=O (configuration not stated)
#40 COc1ccc(/C=C/C(=O)Nc2cc(F)ccc2C)cc1S(=O)(=O)N1CCOCC1

screen / no.	31	32	33	34	35	36	37	38	39	40
OXTR ag	-0.8	-0.4	1.6	-0.2	0.5	0.0	-0.2	-1.9	-0.2	-0.9
GPR7 antagonist	-3	-2	-11	4	-10	-10	-4	-11	/	-5
MEKK2 WT-MEK5	93	107	96	91	92	105	98	101	92	106
MEKK3 PB1 HTS	96	104	92	96	97	104	98	103	95	114
PHOSPHO1 inh	-4	27	32	-7	51	32	-7	48	31	21
V1aR counter	-0.6	0.7	1.7	0.7	0.1	1.8	0.4	-1.6	0.3	0.5
NALP1 yeast inh	10	-2	/	13	/	0	10	-4	0	12
MEKK2 mut-MEK5	0	1	-27	-7	-4	3	4	5	-11	-2
GalR3 antagonist	/	-4	-3	-6	2	4	-5	0	/	-3

#41 COc1ccc(C(=O)NCCc2nnc3ccc(SCC(=O)Nc4ccccc4F)nn23)cc1
#42 Cc1nn(S(=O)(=O)c2ccc(F)cc2)c(C)c1S(=O)(=O)N1CCCCC1
#43 CCCCn1c(SCC(=O)c2ccc(O)cc2O)nc2cc(S(N)(=O)=O)ccc21
#44 Cc1ccccc1Cn1cc(NC(=O)c2nc3ncccn3n2)cn1
#45 CCC(C)NC(=O)COC(=O)Cc1sc(N)nc1-c1ccc(C)cc1 (configuration not stated)
#46 O=C(Nc1ccc(S(=O)(=O)NCc2ccco2)cc1)C1CCCCC1
#47 CCn1c2ccccc2c2cc(NC(=O)COC(=O)c3cc(S(N)(=O)=O)c(Cl)cc3Cl)ccc21
#48 CC(=O)Nc1ccc(S(=O)(=O)N2CCN(S(=O)(=O)c3ccc(NC(C)=O)cc3)CC2)cc1
#49 CCOc1ccc(CNS(=O)(=O)c2cc(-c3cc(C)no3)ccc2OC)cc1OC
#50 CC(C)c1nc(CNC(=O)CCc2nnc(-c3ccsc3)o2)cs1

screen / no.	41	42	43	44	45	46	47	48	49	50
OXTR ag	-0.8	0.7	-0.3	0.4	-0.9	2.6	-0.7	/	0.8	-1.6
GPR7 antagonist	-10	0	1	3	-10	-15	-3	10	14	-4
MEKK2 WT-MEK5	104	96	96	106	92	102	91	96	103	97
MEKK3 PB1 HTS	105	100	99	102	96	104	100	94	101	91
PHOSPHO1 inh	10	1	-3	3	-2	27	-7	28	12	6
V1aR counter	-0.4	-0.7	1.0	0.6	0.4	5.3	-0.1	/	0.2	1.7
NALP1 yeast inh	-7	-8	-14	6	24	-2	-1	13	24	9
MEKK2 mut-MEK5	1	-5	-5	4	-2	3	-7	-4	-4	-6
GalR3 antagonist	-2	4	-7	-8	-3	-4	-7	-9	1	1

Reformatted with tabs: part of the list above
#	Compound	OXTR ag	GPR7 antagonist	MEKK2 WT-MEK5	MEKK3 PB1 HTS	PHOSPHO1 inh	V1aR counter	NALP1 yeast inh	MEKK2 mut-MEK5	GalR3 antagonist
45	CCC(C)NC(=O)COC(=O)Cc1sc(N)nc1-c1ccc(C)cc1 (configuration not stated)	-0.9	-10	92	96	-2	0.4	24	-2	-3
44	Cc1ccccc1Cn1cc(NC(=O)c2nc3ncccn3n2)cn1	0.4	3	106	102	3	0.6	6	4	-8

(list continues)
#51 CC(NS(=O)(=O)c1ccc2c(c1)CC(=O)N2C)c1ccccc1 (configuration not stated)
#52 CC(C)CCNC(=O)CNC(=S)N(CCCN1CCOCC1)Cc1cccs1
#53 COc1cc(SC)ccc1C(=O)Nc1nc(C)cs1
#54 Cc1ccc(C(=O)N(CC(=O)NC2CCCC2)c2cccc(F)c2)s1
#55 Cc1ccc(-c2nc3ccccc3s2)cc1NC(=S)NC(=O)c1cccc2ccccc12

screen / no.	51	52	53	54	55
OXTR ag	6.4	-0.3	-0.9	-1.1	7.8
GPR7 antagonist	2	0	-13	8	-8
MEKK2 WT-MEK5	92	105	100	95	106
MEKK3 PB1 HTS	98	107	101	97	104
PHOSPHO1 inh	2	-7	-23	36	-4
V1aR counter	1.1	0.1	0.0	0.3	0.9
NALP1 yeast inh	22	25	2	19	31
MEKK2 mut-MEK5	-6	-1	-42	-6	2
GalR3 antagonist	-2	-1	-6	-9	0

Full records from above:
Results for CC(C)CCNC(=O)CNC(=S)N(CCCN1CCOCC1)Cc1cccs1 : OXTR ag = -0.3; GPR7 antagonist = 0; MEKK2 WT-MEK5 = 105; MEKK3 PB1 HTS = 107; PHOSPHO1 inh = -7; V1aR counter = 0.1; NALP1 yeast inh = 25; MEKK2 mut-MEK5 = -1; GalR3 antagonist = -1
Results for Cc1ccc(-c2nc3ccccc3s2)cc1NC(=S)NC(=O)c1cccc2ccccc12 : OXTR ag = 7.8; GPR7 antagonist = -8; MEKK2 WT-MEK5 = 106; MEKK3 PB1 HTS = 104; PHOSPHO1 inh = -4; V1aR counter = 0.9; NALP1 yeast inh = 31; MEKK2 mut-MEK5 = 2; GalR3 antagonist = 0

Entries listed above printed as active in MEKK3 PB1 HTS.
No.	SMILES	GPR7 antagonist	MEKK2 WT-MEK5	MEKK3 PB1 HTS	PHOSPHO1 inh	NALP1 yeast inh	MEKK2 mut-MEK5	GalR3 antagonist
26	O=C(NCc1nc(-c2ccccc2)no1)c1cccs1	1	-4.0*[inhibitor]	0.0*[inhibitor]	2	29	-39	0
